KB-3-1 tox: qHTS assay for MDR1-selective chemotherapeutics: Primary screen using the parental adenocarcinoma cell KB-3-1 | 400,000 compounds, 1.4% hits | KB-3-1 viability, CellTiter-Glo ATP luminescence, 72 h | AID 1347075, 2019 | Potency, µM (series often up to 46.1 µM), without a hit: at the highest dose activity change, negative = cytotoxic, actives largely listed as cytotoxic; note: potency is the fitted concentration of half-maximal effect; % is set by controls: 0 for no effect and ±100 for the full control effect; nearly all actives have a fitted effect of over 60% in size
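Cytotoxicity measured as CellTiter-Glo luminescence after 72 h at 37 C. Compound titrations were pinned onto drug-naive KB-3-1 parental adenocarcinoma cells grown in DMEM with 10% FBS, and normalized data fitted to concentration-response curves.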
DRD3 agonist: qHTS of D3 Dopamine Receptor Agonist: qHTS. D(3) dopamine receptor (Homo sapiens), P35462. D3R DiscoveRx beta-arrestin cells, luminescence, 90 min. max activation, %. 410,000 compounds, 0.58% hits; in the data active = max activation above about 30%; note: 0% is about no effect; mostly tested at two doses, the higher about 12 µM
Target sequence (P35462 whole entry, looked up): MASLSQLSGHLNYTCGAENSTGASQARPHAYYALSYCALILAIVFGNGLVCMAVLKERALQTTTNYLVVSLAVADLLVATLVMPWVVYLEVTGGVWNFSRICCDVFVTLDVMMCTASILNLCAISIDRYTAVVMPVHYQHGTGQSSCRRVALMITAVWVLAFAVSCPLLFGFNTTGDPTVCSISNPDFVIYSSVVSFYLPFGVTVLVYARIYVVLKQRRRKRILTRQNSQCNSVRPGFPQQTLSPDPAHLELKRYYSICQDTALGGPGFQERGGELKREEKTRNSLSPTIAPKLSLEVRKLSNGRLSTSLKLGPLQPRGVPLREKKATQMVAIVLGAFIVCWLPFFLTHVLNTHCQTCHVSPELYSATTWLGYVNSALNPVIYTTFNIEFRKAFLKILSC
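Agonist-mode cell screen: cells plated at 1500/well and incubated overnight at 37 °C, then exposed to library compounds for 90 min at 37 °C. Detection reagent was added for 30–60 min at room temperature, and luminescence was read.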
GLP1R ag: qHTS of GLP-1 Receptor Agonists. AID 624172, 2012. HEK293 GLP-1R CRE-luciferase, luminescence, 4-6 h; cells express a hypersensitive GLP-1R form. Potency, µM (doses to about 45.6 µM), without a hit: at the highest dose activation, actives largely listed as activators. Glucagon-like peptide 1 receptor (Homo sapiens), P43220. 380,000 compounds, 0.007% hits; note: potency is the fitted concentration of half-maximal effect; % of control where 0% means no effect
Target sequence (P43220 whole entry, looked up): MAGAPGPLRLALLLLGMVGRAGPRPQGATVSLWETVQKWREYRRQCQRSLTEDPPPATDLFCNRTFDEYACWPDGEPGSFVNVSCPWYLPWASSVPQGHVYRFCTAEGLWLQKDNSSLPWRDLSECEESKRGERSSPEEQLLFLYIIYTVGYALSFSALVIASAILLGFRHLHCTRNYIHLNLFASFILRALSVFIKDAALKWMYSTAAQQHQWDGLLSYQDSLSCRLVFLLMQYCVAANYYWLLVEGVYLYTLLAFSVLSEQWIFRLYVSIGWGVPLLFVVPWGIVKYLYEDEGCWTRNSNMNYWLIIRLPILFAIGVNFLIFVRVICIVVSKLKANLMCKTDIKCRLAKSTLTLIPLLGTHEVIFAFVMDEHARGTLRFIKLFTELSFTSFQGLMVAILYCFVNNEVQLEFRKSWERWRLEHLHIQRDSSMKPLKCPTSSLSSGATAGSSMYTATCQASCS
DRD3 antagonist: qHTS of D3 Dopamine Receptor Antagonist: qHTS. max response, negative = inhibition, %. 360,000 compounds, 2.5% hits. D3R cells, DiscoveRx beta-arrestin luminescence, antagonist mode; hits give low values. AID 652054, 2013; in the data active = max response below about -50%; inconclusive = no clear call, values can overlap the other calls; note: % is set by controls: 0 for no effect and ±100 for the full control effect; mostly tested at two doses, the higher about 12 µM
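Cells expressing the human receptor were seeded at 1500 cells/well, incubated overnight at 37 degrees C in 5% CO2, then exposed to library compounds with dopamine controls for 90 minutes at 37 degrees C before luminescent detection.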
HT1080-NT tox: qHTS for induction of synthetic lethality in tumor cells producing 2HG: qHTS for the HT-1080-NT fibrosarcoma cell line. HT-1080-NT fibrosarcoma viability, CellTiter-Glo ATP luminescence, 48 h. Potency, µM (doses to about 46.1 µM), inactives show at the highest dose activity, negative = less viability, usual class: cytotoxic. 360,000 compounds, 1.6% hits;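 note: NT is the 2HG producing partner of a matched IDH1 knockdown line; potency is the fitted concentration of half-maximal effect; 0% = DMSO-treated cells and -100% = media-only wells without cells; nearly all actives have a fitted effect of over 55% in size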
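Viability of the 2HG-overproducing fibrosarcoma line after 48 hours of compound exposure at 37 degrees C was determined by luminescence with CellTiter-Glo, and concentration-effect curves were then fitted and categorized.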
IL-1B inflam inh: qHTS for Inhibitors of Inflammasome Signaling: IL-1-beta AlphaLISA Primary Screen. THP-1 LPS/ATP IL-1B secretion, AlphaLISA, 16 h; hits give low values. activity change, % at 57.5 µM. 360,000 compounds, 4.7% hits. AID 743279, 2014; in the data active = activity change below about -50%; inconclusive = mostly about -30% to -49%; note: % is set by controls: 0 for no effect and ±100 for the full control effect
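Secreted IL-1B measured by AlphaLISA bead assay after 16 h compound exposure of THP-1 cells; compounds (final up to 57.5 uM) added 1 h before LPS (250 ng/mL) and ATP (1.25 mM) stimulation; lower signal means less secretion.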
HT1080 IDH1KD tx: qHTS for induction of synthetic lethality in tumor cells producing 2HG: qHTS for the HT-1080-IDH1KD cell line. HT-1080 IDH1 knockdown viability, ATP luminescence, 48 h. Potency, µM (series often up to 46.1 µM), for the others: at the highest dose activity, negative = toxicity, usual class: cytotoxic. 360,000 compounds, 2% hits;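 note: potency is the fitted concentration of half-maximal effect; 0% = DMSO wells and -100% = cell-free medium wells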
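IDH1KD HT-1080 cells, 750/well, RPMI + 5% FBS; compound pinned after 2 h settling; 48 h, 37 °C; CellTiter-Glo luminescence; % activity normalised to DMSO and no-cell wells; curves fitted, classed by r2 and efficacy.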
KB-V1 cytotox: qHTS assay for MDR1-selective chemotherapeutics: Primary screen using the drug-selected MDR subline cells KB-V1. KB-V1 MDR cells viability, CellTiter-Glo, 72 h. Potency, µM (highest dose often 46.1 µM), for inactives: at the highest dose activity change, negative = cytotoxicity, usual class: cytotoxic. 400,000 compounds, 3.4% hits. AID 1347076, 2019; note: potency is the fitted concentration of half-maximal effect; % is set by controls: 0 for no effect and ±100 for the full control effect; nearly all actives have a fitted effect of over 60% in size
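Potencies derive from concentration-effect curves fitted to normalized luminescence (CellTiter-Glo) of KB-V1 cells treated for 72 h at 37 degrees C in phenol-red-free DMEM containing 10% FBS.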
SW480 rereplic: A quantitative high throughput screen for small molecules that induce DNA re-replication in SW480 colon adenocarcinoma cells; 340,000 compounds, 1.8% hits; AID 624297, 2012; Potency, µM (titrated, usually from 46.1 µM), inactives show at the highest dose re-replication activation, hits mostly activators; SW480 DNA re-replication, Hoechst DNA content imaging, 48 h; note: potency is the fitted concentration of half-maximal effect; % of control where 0% means no effect; nearly all actives have a fitted effect of over 55% in size
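Cells (250 per well) received 23 nL compound or DMSO by pin tool and were kept 48 hr at 37 C, 5% CO2. Nuclei were then stained with Hoechst for 40 min and scanned for DNA content.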
* hit, by the source's call; i = inactive; ? = inconclusive; nt = not tested or not shown; & = joins results of further samples; [ ] = dose if it differs, or a comment. Unless noted, calls come from the whole dose curve; as a rule, active = well fitted curve in the direction sought with a large enough effect; inconclusive = small, poorly fitted or top-dose-only effect, or another doubt; inactive = no such curve, though single readings can be large; an effect the other way counts as inactive or inconclusive.

mol,HT1080-NT tox,IL-1B inflam inh,GLP1R ag,KB-V1 cytotox,KB-3-1 tox,DRD3 antagonist,SW480 rereplic,DRD3 agonist,HT1080 IDH1KD tx
O=c1cc(O)c2sc(Nc3ccc(F)c(Cl)c3)nc2[nH]1,-1%,21,4%,0%,21µM*,17,1%,-1,10%
Cc1cccc(NC(=O)c2ncn3c2C(=O)N[C@@H](C)C3)c1,2%,-17,-4%,-26%,-24%,-3,nt,2,7%
CC(=O)N1C(=O)C2(C(C#N)=C(N)Oc3n[nH]c(-c4ccccn4)c32)c2ccccc21 (stereo not drawn),-7%,5,-5%,9%,4%,0,0%,-8,16%
COc1ccc(OC)c(CCNC(=O)CN2C(=O)CC(C)(C)S(=O)(=O)c3ccccc32)c1,-4%,-4,-1%,2%,5%,28,-1%,-5,-4%
O=C(NCc1ccco1)c1ccc(CS(=O)(=O)c2cccc(C(F)(F)F)c2)o1,1%,?,-6%,-7%,-3%,-2,1%,1,4%
CCOc1ccccc1N1Cc2ccccc2C1,-3%,15,-12%,0%,-7%,-28,9%,-5,10%
Cc1ccc2cc(/C=N/NC(=O)[C@H]3C[C@@H]3c3ccccc3)c(Cl)nc2c1,4%,40,9%,-2%,1%,22,0%,4,-2%
CCc1ccccc1N(CC(=O)NCc1ccco1)C(=O)c1snc(C(N)=O)c1N,-1%,-19,0%,-31%,-12%,-55*,-1%,-9,0%
O=C(O)c1nn(CC(=O)N2CCC(Cc3ccccc3)CC2)c(=O)c2ccccc12,3%,-13,-2%,-4%,9%,18,-3%,3,-1%
CC(C)C(NC(=O)c1ccccc1F)C(=O)NCC(c1ccco1)N1CCCCC1 (stereo not drawn),-2%,23,4%,-15%,-3%,8,7%,-5,1%
Cc1cc2nc(N=C(N)N)nc(C)c2cc1C,-22%,-78*,13%,12%,0%,-3,18µM*,1,0%
COc1ccc(C(=O)Nc2cc(Cl)ccc2Cl)c(OC)n1,?,14,0%,-3%,17%,-5,-4%[9.22 µM],4,12%
Cc1nn(Cc2c(Cl)cccc2Cl)c(C)c1NC(=O)c1cn(-c2ccccc2)nc1-c1ccccc1,3.7µM*,28,-5%,9.2µM*,8.2µM*,4,8.2µM*,15,4.1µM*
CC(=O)Nc1ccc(NC(=O)CS(=O)(=O)Cc2ccccc2)cc1,4%,17,-11%,22%,-1%,3,1%,6,9%
COC(=O)C1C/C(=N/NS(=O)(=O)c2ccc(C)cc2)CS1 (stereo not drawn),-12%,14,-3%,?,6%,-2,0%,-3,0%
CC(Cc1ccccc1)C(=O)NCCO (stereo not drawn),-1%,5,3%,-11%,10%,0,3%,-5,-4%
CS(=O)(=O)N(CC(=O)N1CCOCC1)c1ccc2c3c(cccc13)CC2,1%,13,2%,0%,-1%,1,3%,0,3%
Cc1cc(OCCCC(=O)N2CCCCC2)cc(C)c1Cl,0%,-5,11%,0%,1%,0,-1%,-5,11%
CC(=O)NS(=O)(=O)c1ccc(NC(=S)NC(=O)C(C)C)cc1,-3%,3,-4%,-3%,-15%,-3,-2%,-14,-3%
c1ccc2c(c1)ncn2Cc1nnc2sc(-c3ccncc3)nn12,18%,-5,-1%,1%,-2%,6,-5%,0,3%

Arranged by SMILES length (rising): some entries from above.
mol,HT1080-NT tox,IL-1B inflam inh,GLP1R ag,KB-V1 cytotox,KB-3-1 tox,DRD3 antagonist,SW480 rereplic,DRD3 agonist,HT1080 IDH1KD tx
COC(=O)C1C/C(=N/NS(=O)(=O)c2ccc(C)cc2)CS1 (stereo not drawn),-12%,14,-3%,?,6%,-2,0%,-3,0%
O=C(NCc1ccco1)c1ccc(CS(=O)(=O)c2cccc(C(F)(F)F)c2)o1,1%,?,-6%,-7%,-3%,-2,1%,1,4%
CC(=O)N1C(=O)C2(C(C#N)=C(N)Oc3n[nH]c(-c4ccccn4)c32)c2ccccc21 (stereo not drawn),-7%,5,-5%,9%,4%,0,0%,-8,16%

(further entries)
mol,HT1080-NT tox,IL-1B inflam inh,GLP1R ag,KB-V1 cytotox,KB-3-1 tox,DRD3 antagonist,SW480 rereplic,DRD3 agonist,HT1080 IDH1KD tx
CCCSc1n[nH]c(NC(C)=O)n1,-2%,40,9%,22%,33%,3,-10%,3,0%
COc1ccc(C2C(CC(=O)O)=C(O)C(=O)N2c2ccccc2)cc1 (stereo not drawn),12%,29,0%,30%,20%,-13,-3%,2,5%
COc1ccc(C(C)C)cc1S(=O)(=O)Nc1ccc(Cl)cn1,-2%,15,-5%,-3%,0%,-12,-3%,1,5%
Cc1cccc(N2CCN(C(c3ccccc3)c3nnnn3C(C)(C)C)CC2)c1C (stereo not drawn),7%,-12,-6%,9.2µM*,?,28,?,1,2%
Cc1cc(C)c2c(CC(=O)NCCc3ccccc3)coc2c1,0%,?,3%,-16%,-2%,-5,0%,34*,-6%
Cc1cc(C(=O)N2CCN(Cc3ccc4c(c3)OCO4)CC2)cs1,12%,0,-6%,15µM*,1%,-92*,-6%,-31,-3%
C/C(=N\NC(=O)Cc1ccc(F)cc1)c1ccc(F)cc1,10%,1,2%,-3%,-3%,46,-5%,-3,10%
CCCCCCCn1c(=N)n(CC(=O)c2ccco2)c2ccccc21,?,-80*,1%,?,?,7,?,3,?
CCOc1ccccc1NC(=O)CSc1ccc(-c2sc(C)nc2C)nn1,-2%,i,?,?,-1%,44,-17%,13,-9%
N=c1c(C(=O)NCCN2CCOCC2)cc2c(=O)n3ccccc3nc2n1Cc1ccc(F)cc1,1%,?,6%,2%,13%,3,2.1µM*,3,3%
CCN(CC(=O)Nc1c(F)cccc1F)C(=O)c1ccc(N2CCCCC2)c([N+](=O)[O-])c1,-1%,0,0%,?,-1%,24,1%,1,2%
Cc1cccc(OCCNC(=O)c2ccc(Cl)c(S(=O)(=O)NCc3cccnc3)c2)c1,?,104,-4%,?,1.5µM*,-3,?,-16,?
COc1cc(C2=NOC(C(=O)N3CCCc4ccccc43)C2)cc(OC)c1OC (stereo not drawn),1%[9.24 µM],-21,-4%,-9%,-24%,-10,-1%,-25,-9%
Cc1ccc(C2CCN(C(=S)Nc3cccc(C)c3)C2)cc1 (stereo not drawn),1%,10,16%,0%,0%,13,12%,5,-7%
Cc1[nH]c(C)c(S(=O)(=O)N(Cc2ccccc2)C(C)(C)C)c1C(=O)N1CCCC1,7%,19,-5%,10%,0%,-2,-6%,2,3%
Cc1ccc(Nc2nc(C)cc(C)c2C(N)=O)c(C)c1,-1%,13,-5%,7%,7%,2,-3%,9,-2%
CCOc1ccc(C(=O)Nc2cccc3ncccc23)cc1Cl,10%,8,2%,?,-1%,-16,-10%,-5,-12%
CCOC(=O)c1ccccc1NC(=O)COC(=O)C(Cc1c[nH]c2ccccc12)NC(C)=O (stereo not drawn),-4%,2,3%,1%,0%,3,2%,1,-2%
C=CCN(CC=C)CCCOc1ccccc1C(=O)OC,-3%,1,11%,-6%,1%,?,2%,-9,-1%
CCOC(=O)c1sc(-c2ccccc2)cc1NC(=O)c1ccc(S(=O)(=O)N(CCOC)CCOC)cc1,9%,8,-1%,-17%,12%,-6,-5%,2,20%

Remaining list, next part
mol,HT1080-NT tox,IL-1B inflam inh,GLP1R ag,KB-V1 cytotox,KB-3-1 tox,DRD3 antagonist,SW480 rereplic,DRD3 agonist,HT1080 IDH1KD tx
COC(=O)C[C@@H]1OC[C@H](C)N1S(=O)(=O)c1ccc(C)cc1,25%,-5,nt,-11%,-6%,3,nt,6,19%
Cn1c(=O)oc2cc(S(=O)(=O)Nc3ccc(F)cc3)ccc21,-2%,10,6%,3%,2%,6,-13%,10,-2%
O=C(Nc1ccccn1)C1CCN(C(=O)Nc2ccccc2)CC1,1%,17,-2%,7%,1%,2,-5%,-1,-3%
CCCCNC(=O)c1ccccc1NC(=O)c1ccccc1N(C)S(C)(=O)=O,-3%,3,9%,23µM*,3%,11,-5%,1,-1%
NC(=O)CSc1nnc(-c2cccnc2)n1CCc1ccccc1,9%,11,-8%,18%,7%,11,0%,4,10%
CC(=O)Nc1ccc(C(=O)NNC(=O)c2cccc(C)c2)cc1,14%,14,-4%,?,9%,1,2%,4,0%
Cc1cc2[nH]c(=O)c(=O)[nH]c2cc1S(=O)(=O)N1CCN(c2ccccc2)CC1,-2%,-2,-4%,-21%&0%,-6%&2%,3,2%,-1&2,0%
CCCCNc1c([N+](=O)[O-])c(=O)n(C)c2ccccc12,-9%,9,6%,-2%,2%,-8,-12%,6,-12%
COc1cc(S(=O)(=O)Nc2ccc(C)cc2)ccc1N=Cc1c(C)c(C#N)c(=O)n(C)c1O,12%,1,1%,-3%,?,0,?,-7,4%
COc1ccc(OC)c(-c2cc(C(=O)Nc3ccc(F)cc3F)no2)c1,22%,26,0%,2%,-36%,15,?,-2,3%
Cc1cccc(NC(=O)c2cc([N+](=O)[O-])ccc2NCC2CCCO2)n1 (stereo not drawn),2%,?,15%,?,16%,-9,1%,-4,-11%

From PubChem BioAssay
